Fluorescein fluor: compound fluoresces in the fluorescein spectral region | max fluorescein-equivalent concentration, M | AID 593 | 59,000 tested, 0.91% active | Compound autofluorescence, 480/540 nm, fluorescein-equivalent; active compounds read high; in the data active = max fluorescein-equivalent concentration above about 10 nM; inconclusive = between about 1.1 nM and that limit
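Spectral profiling of library compounds in the fluorescein window (480 nm excitation, 540 nm emission) after 15 min at room temperature in pH 8.0 Tris (100 mM). Values are dye-equivalent concentrations.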
4-MU autofl: compound fluoresces in the 4-MU spectral region; 59,000 tested, 11% active; compound autofluorescence, 340/450 nm, 4-MU equivalents; active compounds read high; max dye-equivalent concentration, M; in the data active = max dye-equivalent concentration above about 10 nM; inconclusive = mostly about 1.1 nM to 9.6 nM
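Intrinsic fluorescence at 340/450 nm (ex/em) was read after 15 min at room temperature in pH 8.0, 100 mM Tris. Each compound concentration expressed as 4-MU-equivalent concentration from a six-point 4-MU standard series on each plate.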
A350 autofl: A350 region autofluorescence; 59,000 tested, 11% active; max dye-equivalent concentration, M; Compound autofluorescence, 340/450 nm, Alexa 350 dye-equivalents; active compounds read high; in the data active = max dye-equivalent concentration above about 10 nM; inconclusive = mostly about 1.1 nM to 9.6 nM
Caspase-1 inhib: blocks human caspase-1 allosterically or competitively; P29466; Potency, µM (top dose mostly 57.5 µM), inactives show at the highest dose activity change, negative = inhibition, most hits filed as inhibitors; 75,000 tested, 0.03% active; AID 900; Caspase-1 enzyme, Ac-WEHD-AFC fluorogenic rate;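 also: potency is read from the fitted curve at half-maximal effect; plate controls were vehicle for no effect and no substrate for full effect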
BRCT PPI green: inhibitors of human BRCA1 BRCT-phosphoprotein interaction (green fluorophore) | BRCA1 BRCT-phosphopeptide binding, green fluorescence polarization | Potency, µM (top dose mostly 76.9 µM), for inactives: at the highest dose activity change, negative = inhibition, hits mostly inhibitors | 75,000 tested, 0.05% active | P38398;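 also: potency is read from the fitted curve at half-maximal effect; plate controls were peptide without protein for full effect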
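Fluorescence polarization: His-tagged BRCT (~35 kDa BRCA1 C-terminus, 250 nM) bound to 100 nM fluorescein-labeled phosphorylated 10-aa BACH1 peptide, pH 7.3 phosphate buffer with DTT and Tween 20. Compounds incubated 12 min at room temperature; inhibition read as lowered polarization.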
HEK293 cAMP cs: parental HEK293 cAMP activation (counter-screen); parental HEK293 CNG cAMP sensor, membrane potential fluorescence; 73,000 tested, 2.5% active; Potency, µM (doses to about 57.1 µM), inactives show at the highest dose activation, hits mostly activators; also: potency is read from the fitted curve at half-maximal effect; % of control where 0% means no effect; nearly all actives have a fitted effect of over 55% in size
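Parental HEK 293 cells stably expressing a modified CNG channel (no TSHR) report cAMP rise as membrane depolarization. Membrane potential dye with 100 uM RO 20-1724 was loaded for 60 min at room temperature, then compound added for 30 min; fluorescence read at 590 nm.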
GFP derepression: epigenetic GFP locus derepression in mouse cells. Potency, µM (highest dose often 46.1 µM), for the others: at the top dose GFP derepression (activation). 68,000 tested, 0.09% active. mouse C127i GFP locus derepression, cytometry, 30 h; also: % of control where 0% means no effect
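Locus derepression in mouse mammary C127i cells whose integrated CMV-GFP reporter is normally silent; GFP expression after 30 h compound treatment was quantified by counting fluorescent cells.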
Caspase-7 inhib: blocks human caspase-7 allosterically or competitively | P55210 | recombinant caspase-7, Ac-DEVD-AFC fluorescence rate | Potency, µM (series often up to 57.5 µM), for the others: at the highest dose activity change, negative = inhibition, most hits filed as inhibitors | 75,000 tested, 0.02% active; active = well fitted inhibition curve with a large enough effect in the main read-out, with a control signal flat, not every such curve was filed as active; inconclusive = small, poorly fitted or top-dose-only effect, or a change in a side signal; also: potency is read from the fitted curve at half-maximal effect; % of control where 0% means no effect
USP2a inh: inhibitors of human ubiquitin-specific protease USP2a; O75604; USP2a enzymatic assay, qHTS inhibition; Potency, µM (series often up to 38.3 µM), for inactives: at the top dose activity change, negative = inhibition, usual class: inhibitors; 60,000 tested, 0.1% active; AID 927;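 also: potency is read from the fitted curve at half-maximal effect; nearly all actives have a fitted effect of over 60% in size; plate controls were DMSO for no effect and NEM full inhibition control for full effect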
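USP2 core (20 nM final) was preincubated with compound for 30 min at RT in 20 mM Tris-HCl pH 8.0, 2 mM CaCl2, 2 mM beta-mercaptoethanol; Ub-PLA2 (20 nM) plus NBD C6-HPC (20 uM) then added, fluorescence read after 2.5 h.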
BRCT inh red: disrupts BRCA1 BRCT binding to phosphoprotein, red fluorophore readout. Potency, µM (highest dose often 76.9 µM), for inactives: at the highest dose activity change, negative = inhibition, most hits filed as inhibitors. P38398. BRCT-phosphopeptide binding, red fluorescence polarization. 75,000 tested, 0.03% active. AID 892; also: % is scaled to controls: 0 for no effect and ±100 for the full control effect
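Fluorescence polarization: 100 nM His-tagged BRCA1 BRCT with 100 nM TAMRA-labelled phospho-BACH1 decapeptide, phosphate buffer pH 7.3 with 150 mM NaCl, DTT, 0.01% Tween 20; 12 min RT. Binding inhibition seen as FP decrease.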
Ub-GFP proteasome: inhibits proteasome, raising ubiquitin-GFP reporter fluorescence. Ubiquitin-GFP reporter cells, proteasome inhibition, GFP fluorescence; response scale: untreated = 0%, 10 µM MG-132 = 100%. Potency, µM (highest dose often 45.9 µM), inactives show at the top dose activation (GFP accumulation), usual class: activators. 67,000 tested, under 10 active. AID 526; active = well fitted activation curve with a large enough effect, not every such curve was filed as active; inconclusive = small, poorly fitted or top-dose-only effect, or another doubt; inactive = no such curve, though single readings can be large or run the other way; also: potency is read from the fitted curve at half-maximal effect
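U2OS Ub(G76V)-GFP reporter; O/N plating, 0.5% FBS; cpd 46 uM–2.9 nM, 4 h, 37 °C; GFP+ cell count, 488/515 nm; norm. to basal vs 10 uM MG-132; CRC fit.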
* marks the source's active call; other numbers are inactive results; i = inactive; ? = inconclusive; / = not tested or not shown; [ ] = another dose, or the depositor's remark. Unless noted, calls follow the shape of the dose curve; as a rule, active = well fitted curve in the direction sought with a large enough effect; inconclusive = small, poorly fitted or top-dose-only effect, or another doubt; inactive = no such curve, though single readings can be large; an effect the other way counts as inactive or inconclusive. These rows are one share of the data; rates above refer to the full screens.

SMILES	Fluorescein fluor	4-MU autofl	A350 autofl	Caspase-1 inhib	BRCT PPI green	HEK293 cAMP cs	GFP derepression	Caspase-7 inhib	USP2a inh	BRCT inh red	Ub-GFP proteasome
Cc1cccc(N2CCN(C(=O)CSCc3c(C)noc3C)CC2)c1C	?	i	i	1%	-0.8%	?	-2%	7%	3%	-0.5%	3%
Cc1cccn2c(=O)c(C=Nc3ccccc3)c(NCCO)nc12	i	9.3e-07M*	1.5e-06M*	-13%	0.8%	3%	1%	/	-7%	-1.7%	-3%
Cc1ccc(S(=O)(=O)N2CCN(C(=O)COC(=O)c3cc(C)oc3C)CC2)cc1	?	i	i	-1%	-1.0%	22%	-2%	-2%	26%	1.1%	-2%
Cc1ccc(-c2nc(=S)c3c(n2Cc2ccco2)CC(C)(C)OC3)cc1	/	/	/	-5%	0.7%	?	/	0%	/	-1.2%	/
COc1cccc2sc(Nc3nnc(-c4ccccc4Cl)o3)nc12	/	/	/	-14%	2.9%	11%	/	-24%	/	0.5%	2%
Cc1c(C(=O)NC(C)CN2CCCCC2)oc2ccccc12 (stereo not drawn)	i	i	i	2%	-0.7%	16%	0%	0%	-4%	0.4%	-1%
Cc1nn2c(=O)c(NC(=O)c3ccc(F)cc3)cnc2s1	?	i	i	3%	-5.0%	7%	0%	0%	-3%	-2.1%	2%
Cc1ccc2c(c1)N(CC(=O)N1CCCc3ccccc31)C(=O)C(C)O2 (stereo not drawn)	i	i	i	0%	-1.2%	?	-2%	0%	9%	0.1%	-5%
CCCOC(=O)c1ccc(NS(=O)(=O)c2cccs2)cc1	i	1.4e-07M*	1.3e-07M*	-14%	-1.4%	10%	4%	-12%	28%	0.8%	-3%
CC1(C)Oc2ccc3ccc(=O)oc3c2/C(=C/Nc2ccccn2)C1=O	/	/	/	-4%	-1.4%	3%	8%	-6%	3%	0.6%	-5%
Cc1ccc(C2CC(=O)NC(SCc3ccccc3)=C2C#N)o1 (stereo not drawn)	/	/	/	-3%	0.5%	?	/	-6%	/	-0.7%	/
COc1c(F)c(F)c(C(=O)Nc2ccc3oc(-c4ccncc4)nc3c2)c(F)c1F	?	6.9e-08M*	7.3e-08M*	1%	-1.6%	-6%	2%	-1%	24%	-1.2%	-13%
COCc1[nH]nc2c1C(c1ccccc1F)C(C#N)=C(N)O2 (stereo not drawn)	i	i	i	-2%	-2.9%	14%	-1%	-4%	7%	0.2%	0%
COC(=O)C1=C(C)Nc2ccc(C)cc2S1	/	/	/	-2%	-1.6%	-3%	/	-1%	/	0.2%	-6%
O=S(=O)(c1cccc2c(S(=O)(=O)N3CCCC3)cccc12)N1CCCC1	?	i	i	0%	-1.0%	12%	0%	1%	5%	-0.9%	-5%
COc1ccc(NC(=O)c2ccccc2Cl)cc1NC(=O)CN1CCOCC1	?	i	i	3%	-3.7%	-4%	1%	5%	0%	-0.3%	0%
COc1ccc(C2CC(=O)N3CN(c4ccccc4F)CSC3=C2C#N)cc1OC (stereo not drawn)	/	/	/	?	-5.1%	?	5%	?	/	-0.6%	12%
O=C(CSc1nncc2ccccc12)N1CCOCC1	?	i	i	-1%	-2.9%	4%	1%	0%	1%	-1.3%	-2%
Cc1cc(C(=O)Nc2ccc3c(c2)OCO3)cs1	?	i	i	-4%	-0.3%	16%	3%	-5%	29%	0.2%	12%
COC(=O)[C@H](CCSC)NC(=O)NCc1ccc(S(N)(=O)=O)cc1	i	i	i	?	-1.4%	7%	0%	0%	5%	-0.7%	-1%
O=C(c1ccccc1C(F)(F)F)N1CCN(S(=O)(=O)c2ccccc2)CC1	?	1.6e-08M*	2e-08M*	0%	-1.6%	-3%	-1%	-4%	4%	1.2%	0%
COc1ccc(S(=O)(=O)Nc2cc(C(C)C)c(O)cc2C)cc1	i	i	?	0%	-2.4%	-2%	-2%	1%	2%	-0.1%	16%
CC(=O)Nc1cccc(N(C)C)c1	/	/	/	-1%	-1.2%	8%	2%	1%	-2%	-0.2%	-1%
CCOC(=O)c1c(=O)n(O)c2ccc(C)cc2[n+]1[O-]	i	i	i	-2%	-1.1%	18%	-3%	-7%	-5%	2.4%	11%
CN1CCC(OC(c2ccccc2)c2ccccc2)CC1	?	i	i	5%	-5.8%[3.08 µM]	12%[25.6 µM]	-1%[20.6 µM]	-2%	-8%	-2.0%	2%[20.5 µM]
O=C(COC(=O)c1ccco1)Nc1ccc2c(c1)OCCO2	?	i	i	1%	-1.7%	1%	2%	-1%	-4%	1.4%	6%
O=C(Nc1cccc(C(F)(F)F)c1)C1CCCN(S(=O)(=O)c2cnc[nH]2)C1 (stereo not drawn)	i	i	i	1%	-0.1%	12%	1%	0%	9%	-1.0%	-8%
O=C1C=C[C@@H](O)[C@H]2[C@@H]3C(=O)N(C4CCCCC4)C(=O)[C@@H]3CC[C@H]12	/	/	/	1%[11.5 µM]	-1.1%[15.4 µM]	-5%[11.4 µM]	/	-3%[11.5 µM]	/	1.8%[15.4 µM]	/
O=C(c1csnn1)N1CCC[C@@]2(CCN(Cc3cc(C(F)(F)F)cc(C(F)(F)F)c3)C2)C1	?	i	i	0%	-0.7%	?	0%[9.22 µM]	2%	29%	-0.8%	-5%
CC(=O)COc1ccc2c3c(c(=O)oc2c1)CCCC3	?	3.1e-08M*	4.1e-08M*	-4%	5.5%	6%	-2%	-2%	13%	-1.4%	/
O=C(CCN1C(=O)C2C3C=CC(C3)C2C1=O)N1CCN(c2ccccc2F)CC1 (stereo not drawn)	i	i	i	2%	-2.6%	5%	4%	-1%	3%	0.5%	-9%
COc1ccc(CCNC(=O)c2ccco2)cc1	/	/	/	-2%	-2.3%	9%[11.4 µM]	-2%	-2%	1%[7.66 µM]	0.8%	?
CC(C)C(OC(=O)c1cc2occc2n1C)C(=O)NCc1ccc2c(c1)OCO2 (stereo not drawn)	i	i	i	-2%	0.0%	28%	-4%	-19%	-10%	0.0%	-1%
Cc1[nH]c2ccc(S(N)(=O)=O)cc2c1C	/	/	/	-2%	-0.1%	0%[11.4 µM]	2%	1%	1%[7.66 µM]	0.2%	15%[9.17 µM]
CC1CN(C(=O)N2c3ccccc3Sc3ccccc32)C(C)CC1=O (stereo not drawn)	?	i	i	-3%	-0.7%	20%	-3%	-2%	-14%	-0.9%	-1%
Cc1ccnc(NC(=O)C2CCN(S(=O)(=O)c3cccc4nsnc34)CC2)c1	i	?	?	-3%	0.3%	-3%	0%	1%	8%	0.3%	10%
COCCCNC(=O)CSC1=Nc2ccccc2C2=NC(Cc3c[nH]c4ccccc34)C(=O)N12 (stereo not drawn)	i	i	i	0%	0.2%	3%	-3%	0%	14%	0.9%	3%
CC(C)CN1CC[C@@]2(CCCN(S(=O)(=O)c3ccccc3)C2)C1	i	i	i	0%	-1.8%	23%	-2%[9.22 µM]	-2%	35%[activator]	-2.3%	-6%
Cc1ccccc1C(=O)c1cccn1CC(=O)O	/	/	/	-1%	-3.0%	15%	/	-3%	/	0.0%	/
CCSCCCC(=O)O	?	?	?	-1%[11.5 µM]	-2.0%[15.4 µM]	?	0%[9.22 µM]	0%[11.5 µM]	/	-0.8%[15.4 µM]	-11%[9.17 µM]
COc1ccc(-c2ccc(-c3noc(C(C)C)n3)c(OC)n2)cc1	?	6.1e-08M*	8.1e-08M*	?	2.1%	?	4%	-22%	4%	-0.6%	-2%
CCn1ncc(C2=NOC(C(=O)Nc3cnn(C45CC6CC(CC(C6)C4)C5)c3)C2)c1C (stereo not drawn)	/	/	/	-2%	-3.5%	21%	/	-3%	/	-1.1%	/
COc1ccc(N2CCCCn3c2nc2c3c(=O)n(C)c(=O)n2C)cc1	i	i	i	0%	-2.1%	-4%	2%	1%	/	0.1%	-4%
CCOc1ccc(S(=O)(=O)NCc2csc(C)n2)cc1	i	i	i	1%	0.1%	0%	0%	-1%	10%	-0.4%	11%
CC1=Nc2ccccc2N=C(NC(=O)CSc2nnnn2-c2ccccc2)C1c1ccccc1 (stereo not drawn)	i	i	i	-2%	0.0%	10%	-3%	-2%	38%[activator]	-0.6%	11%
O=C(Cc1ccccc1)NC1CCN(S(=O)(=O)c2cccc(F)c2)CC1	i	i	i	-1%	-1.2%	2%	4%	2%	/	-1.0%	0%
O=C(COc1ccc2c3c(c(=O)oc2c1)CCC3)NC1CCCCC1	?	6.4e-08M*	8.2e-08M*	-2%	-7.2%	25%	3%	-1%	-13%	-3.1%	6%
COC(=O)C1=C(N)Oc2cc(C)n(CC3CCCO3)c(=O)c2C1c1ccccc1OC (stereo not drawn)	i	i	i	-3%	-0.3%	0%	0%	-1%	12%	1.4%	/

Screening data from PubChem.
